From PubChem BioAssay
V1aR counter = activates human V1a receptor in oxytocin agonist counter-screen; CHO-V1R cells, Fluo-8 calcium fluorescence, agonist mode; 0% DMSO, 100% 3 nM vasopressin; P37288; activation, % at 3 µM; actives 0.25% (n = 320,000);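 active = activation above the mean activation of all tested compounds plus 3 SD, per screening run, cut at about 20% in these data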;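 also: signal is peak over basal fluorescence ratio across a 100 second FLIPR read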
PHOSPHO1 inh = PHOSPHO1 (human) inhibition; Q8TCT1; recombinant PHOSPHO1, absorbance phosphatase assay; inhibition, % at 13.3 µM; actives 1.1% (n = 290,000); AID 1565; in the data active = inhibition above about 60%
Target sequence (Q8TCT1 whole entry, looked up): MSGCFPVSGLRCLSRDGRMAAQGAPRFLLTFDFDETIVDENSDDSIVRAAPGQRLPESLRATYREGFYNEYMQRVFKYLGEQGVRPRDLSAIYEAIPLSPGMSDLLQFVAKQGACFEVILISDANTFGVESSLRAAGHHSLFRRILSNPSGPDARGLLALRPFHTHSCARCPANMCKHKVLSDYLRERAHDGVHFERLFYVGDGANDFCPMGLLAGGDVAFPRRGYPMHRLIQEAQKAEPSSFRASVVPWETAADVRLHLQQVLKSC
VIM-2 inh = inhibitors of Pseudomonas aeruginosa VIM-2 metallo-beta-lactamase. purified VIM-2, nitrocefin hydrolysis, epi-absorbance fluorescence. inhibition, % at 5.6 µM. actives 0.89% (n = 290,000). AID 1527;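 active = inhibition above the mean of all tested compounds plus 3 SD, cutoff set per screening run, cut at about 7.5% in these data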;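 also: red hydrolysis product quenches plate fluorescence so inhibitors raise well fluorescence; 0% = enzyme with DMSO and 100% = DMSO without enzyme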
GalR3 antag = antagonists of human GalR3. inhibition, % at 3 µM. HEK293 GalR3-CNG cAMP membrane potential fluorescence; galR3 body fused to GalR1 C-terminus. actives 0.44% (n = 360,000);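 active = inhibition above the screen-wide average plus 3 SD, cut at about 13% in these data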;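 also: forskolin and galanin both at EC90 stimulate the cells; cAMP rise reported by CNG channel membrane potential dye signal; 0% = forskolin plus galanin with DMSO and 100% = forskolin alone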
Target sequence (O60755 1-299 limits assumed): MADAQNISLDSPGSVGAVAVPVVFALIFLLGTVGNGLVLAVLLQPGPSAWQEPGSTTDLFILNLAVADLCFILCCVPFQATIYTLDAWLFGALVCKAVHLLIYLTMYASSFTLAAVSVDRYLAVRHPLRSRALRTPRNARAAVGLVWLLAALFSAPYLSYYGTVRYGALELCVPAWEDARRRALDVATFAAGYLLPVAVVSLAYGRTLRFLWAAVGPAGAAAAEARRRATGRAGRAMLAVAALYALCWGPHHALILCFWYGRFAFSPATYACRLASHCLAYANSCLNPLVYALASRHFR
HCV NS3 hel inh = blocks Hepatitis C virus NS3 helicase unwinding | NS3 helicase DNA unwinding, Cy5 molecular beacon fluorescence | actives 0.56% (n = 290,000) | inhibition, % at 10.9 µM | AID 1800;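 active = inhibition above the mean of all tested compounds plus 3 SD, set per campaign, cut at about 35% in these data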;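 also: 0% = DMSO wells and 100% = thioflavine S control wells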
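test system = hepatitis C virus NS3 helicase domain fragment enzyme | reagent = annealed dual-labelled DNA beacon duplex, ATP-started | times = 1 h at 25 °C | detection = Cy5 fluorescence, 0 and 60 min reads | read-out basis = percent inhibition from t60/t0 fluorescence ratio | control set = DMSO and thioflavine S | replication = one well per compound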
IMP-1 inhibitor = blocks Pseudomonas aeruginosa IMP-1 metallo-beta-lactamase; AID 1556; actives 0.45% (n = 290,000); inhibition, % at 5.6 µM; purified IMP-1, nitrocefin hydrolysis, epi-absorbance fluorescence;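 active = inhibition above the mean plus 3 SD of all compounds in the same screening run, cut at about 4.5% in these data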;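 also: 0% = IMP-1 with DMSO and 100% = DMSO wells lacking enzyme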
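assay system = purified recombinant IMP-1 metallo-beta-lactamase enzyme | schedule = 15 min preincubation plus 25 min reaction at 25 °C | signal = Epi-absorbance fluorescence, 480 nm excitation, 530 nm emission | read-out basis = percent inhibition from optical density relative to buffer-blank wells | controls = IMP-1 with DMSO as 0%, enzyme-free DMSO as 100%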
GPR7 antag = human neuropeptides B/W receptor 1 antagonism; inhibition, % at 4.4 µM; GPR7-expressing cells, fluorescence antagonist assay; AID 1861; actives 1.1% (n = 290,000); in the data active = inhibition above about 16%, passing the limit was not always enough;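 also: cells stimulated with the agonist NPW; 0% = agonist with vehicle and 100% = vehicle without agonist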
Target sequence (P48145 whole entry, looked up): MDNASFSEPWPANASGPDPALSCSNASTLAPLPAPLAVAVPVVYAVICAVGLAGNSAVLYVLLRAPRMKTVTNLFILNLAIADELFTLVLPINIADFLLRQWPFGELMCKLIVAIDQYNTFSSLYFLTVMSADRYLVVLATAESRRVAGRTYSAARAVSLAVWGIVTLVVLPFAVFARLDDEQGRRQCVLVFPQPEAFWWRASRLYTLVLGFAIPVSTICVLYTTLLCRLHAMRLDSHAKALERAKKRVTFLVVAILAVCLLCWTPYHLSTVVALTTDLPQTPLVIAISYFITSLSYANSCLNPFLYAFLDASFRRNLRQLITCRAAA
OXTR agonist = activates the human oxytocin receptor. CHO-OTR cells, Fluo-8 calcium fluorescence; normalized: DMSO 0%, oxytocin 100%. activation, % at 3 µM. actives 0.32% (n = 320,000). AID 2435;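 active = activation above the mean of all tested compounds plus 3 SD, cutoff set per screening run, cut at about 20% in these data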;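 also: peak over basal fluorescence ratio from a 100 s FLIPR kinetic read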
DNA FID counter = fluorescent intercalator displacement, NS3 helicase counter-screen | DNA fluorescent intercalator displacement, fluorescence | inhibition, % at 7.9 µM | actives 0.17% (n = 290,000); in the data active = inhibition above about 37%;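 also: 0% = vehicle and 100% = reference compound; higher means more ethidium bromide displaced from hairpin DNA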
* = called active by the depositor; . = no result given.

SMILES	V1aR counter	PHOSPHO1 inh	VIM-2 inh	GalR3 antag	HCV NS3 hel inh	IMP-1 inhibitor	GPR7 antag	OXTR agonist	DNA FID counter
NC(=O)C1CC(=O)N(c2ccc(OCc3ccc(F)cc3)cc2)C1 (stereo unspecified)	3.6	.	-1.7	-4	-6	-3.5	-6	2.0	-7
Cc1cc(=O)[nH]c(/N=C(\N)Nc2ccc(Oc3ccccc3)cc2)n1	2.4	-10	-2.3	-6	-4	-2.5	-2	-1.6	-11
C=CCS(=O)(=O)c1nc2ccccc2s1	-0.4	22	-3.7	-3	2	-1.8	-11	-0.6	-5
COc1ccc(CCN(C)C2CCCN(S(=O)(=O)C(C)C)C2)cc1OC (stereo unspecified)	0.7	.	-0.2	-2	0	-0.1	10	-0.9	2
CC1(C)Cc2c(sc3nc[nH]c(=O)c23)CO1	0.2	20	-1.1	4	2	-1.1	0	1.4	4
Cc1ccc2nc(C)cc(SCC(=O)N/N=C/c3ccco3)c2c1	0.6	27	-1.9	-1	-3	-3.1	-7	0.4	-5
CCOC(=O)CSc1nnc(CNC(=O)c2ccc(OC)cc2)n1Cc1ccccc1	-0.2	45	-2.8	-2	-2	-2.5	18	-0.6	-27
CCn1c2ccccc2c2cc(/C=N/n3cnnc3)ccc21	-0.9	-11	1.6	1	-22	-1.9	-6	-0.7	-13
CCCC(=O)NCCCc1nc2ccccc2[nH]1	0.1	0	0.3	.	-4	-3.0	-9	-0.5	5
CCCN(CC(=O)Nc1ccccc1OC)C(C)C(=O)NC(C)CCc1ccccc1 (stereo unspecified)	-1.3	2	-1.2	-9	-9	-2.4	8	-2.0	-31
CCOc1cc(C2NC(=O)NC(C)=C2C(=O)OCc2ccccc2)ccc1O (stereo unspecified)	1.8	-13	-2.1	13*	-4	-2.3	-13	0.9	-18
C/C(=N/NC(=O)Cc1cc(=O)[nH][nH]1)c1ccc([N+](=O)[O-])cc1	0.2	-24	-0.5	1	-5	-0.2	9	0.0	-8
Cc1onc(-c2ccccc2Cl)c1C(=O)N1CCN(C=O)CC1	-0.7	19	0.3	0	7	1.6	6	-0.3	-2
CC(C)(C)Nc1nc(SCC(=O)Nc2ccccc2Cl)nc(N2CCOCC2)n1	-1.0	37	-3.1	-2	-19	-0.8	-20	-0.7	-41
CNc1nc(OCC(F)(F)F)nc(N2CCN(C34CC5CC(CC(C5)C3)C4)CC2)n1	.	.	0.0	.	-2	-3.5	-13	.	1
CC(C)(O)C#Cc1ccc(CN2CCN(CCc3ccccc3)C(CCO)C2)s1 (stereo unspecified)	2.2	-3	-2.9	2	0	-1.2	-1	2.4	-3
CN(C1CCCC1)C1CCN(C(=O)CNC(=O)/C=C/c2ccc(F)cc2)CC1	0.0	-30	-0.1	2	4	-0.5	-1	-0.1	2
COc1cccc(CNC(=O)Cn2nc(C)c([N+](=O)[O-])c2C)c1	-0.2	.	-0.6	-8	5	-2.4	3	1.4	1
O=C(NC(=S)Nc1nc(-c2ccccc2)cs1)c1ccco1	1.7	27	-2.0	0	11	-3.0	-3	2.5	-7
CC1(C)CC(=O)C(Sc2nnc(-c3ccc(O)cc3)n2CC2CCCO2)C(=O)C1 (stereo unspecified)	0.9	85*	0.3	-10	3	-0.7	0	-0.3	8

Single records, as listed above. Order of screens: V1aR counter | PHOSPHO1 inh | VIM-2 inh | GalR3 antag | HCV NS3 hel inh | IMP-1 inhibitor | GPR7 antag | OXTR agonist | DNA FID counter
Entry for CCCC(=O)NCCCc1nc2ccccc2[nH]1 → 0.1 | 0 | 0.3 | . | -4 | -3.0 | -9 | -0.5 | 5
Entry for NC(=O)C1CC(=O)N(c2ccc(OCc3ccc(F)cc3)cc2)C1 (stereo unspecified) → 3.6 | . | -1.7 | -4 | -6 | -3.5 | -6 | 2.0 | -7
Entry for CCOC(=O)CSc1nnc(CNC(=O)c2ccc(OC)cc2)n1Cc1ccccc1 → -0.2 | 45 | -2.8 | -2 | -2 | -2.5 | 18 | -0.6 | -27
Entry for Cc1cc(=O)[nH]c(/N=C(\N)Nc2ccc(Oc3ccccc3)cc2)n1 → 2.4 | -10 | -2.3 | -6 | -4 | -2.5 | -2 | -1.6 | -11

Additional compounds:
SMILES	V1aR counter	PHOSPHO1 inh	VIM-2 inh	GalR3 antag	HCV NS3 hel inh	IMP-1 inhibitor	GPR7 antag	OXTR agonist	DNA FID counter
COC(=O)c1ccccc1-c1ccc(C=O)o1	-0.2	28	2.1	-1	-4	-0.7	10	-1.2	0
Cc1cc(C)n(-c2cc(N3CCOCC3)ncn2)n1	1.1	-1	-5.1	5	9	-4.5	5	-0.3	-7
CCOc1ccccc1N1C(=O)CC(Sc2n[nH]c(-c3ccccc3)n2)C1=O (stereo unspecified)	-0.6	32	-7.2	-5	4	-4.6	-1	-0.8	-14
O=C1NCCCN1Cc1ccc(F)cc1Cl	.	-5	-2.6	-1	-10	-3.6	-12	.	-2
COc1ccc(-c2cnnc(N/N=C/c3ccc(-c4ccc([N+](=O)[O-])cc4)o3)n2)cc1	.	0	-3.7	-5	-3	-3.8	-2	.	0
CC(=O)Nc1ccc(NC(=O)C(=O)c2cn(CC(=O)N3CCCCC3)c3ccccc23)cc1	0.0	54	1.6	0	-1	-2.1	-8	0.1	-27
CC1CCCCN1CCCNC(=O)c1ccc(N2CCCC2=O)cc1 (stereo unspecified)	0.2	20	-1.2	.	-3	-2.6	-1	-0.1	0
CCOc1ncccc1C(=O)OCC(=O)c1ccccc1Br	-1.4	42	0.8	16*	-6	-1.8	0	-2.7	-14
COC(=O)[C@@H](NC(=O)N1CCN(c2cccc(C(F)(F)F)c2)CC1)C(C)C	0.4	25	-2.9	-5	-10	-1.7	-1	-0.4	-27
CCN(c1ccc(OC)cc1)S(=O)(=O)c1cc(-c2cc(C)no2)ccc1OC	-0.6	44	-2.4	-3	-22	-1.3	11	-2.2	-35
CCN(C(=O)COC(=O)c1cccnc1SC)C1CCS(=O)(=O)C1 (stereo unspecified)	0.1	-7	-2.7	-3	-10	-1.9	-1	1.1	-2
O=C(/C=C(\O)c1ccccc1)C(=O)NNC(=O)c1ccccc1	0.1	.	-2.4	-4	16	-3.5	7	-0.7	-12
Cc1ccc(C)c(NC(=O)CSc2nc3nc(-c4cccs4)cc(C(F)(F)F)c3c(=O)[nH]2)c1	0.4	6	2.5	-3	11	-2.3	-11	1.3	-13
Cc1ccccc1C(=O)N1CCN(S(=O)(=O)c2cccs2)CC1	-0.6	22	-0.7	-1	0	-1.1	-10	-1.0	-11
COCCNC(=O)COC(=O)CSCc1nc2ccccc2s1	-0.1	26	-2.8	-2	-2	-3.3	0	0.2	1
O=C(c1cc(-c2ccncc2)nc2ccccc12)N1CCN(c2ccccn2)CC1	1.0	-12	-1.7	-7	-4	-4.4	4	2.0	-20
CN(C(=O)c1ccc(Br)o1)C1CCCCC1	-0.8	-4	-0.7	-2	7	-2.7	7	-1.7	-9
Nc1ccc2nc(CCCCc3nc4ccccc4[nH]3)[nH]c2c1	.	-1	-4.3	-10	-23	-2.4	-19	.	22
O=C1CCC2S/C(=C/Nc3ccc(C(F)(F)F)cc3)C(=O)N12 (stereo unspecified)	-0.3	-54	1.6	-7	5	4.4	4	-0.4	6
CCCCN1C(=O)NC(NC(C)=O)(C(F)(F)F)C1=O (stereo unspecified)	1.6	7	-1.5	2	8	-2.1	-1	0.5	3
CCN(CC)CCCOc1nc(C)nc2c1oc1ccccc12	.	3	31*	-1	-2	0.6	8	.	26
CCOc1cc(S(=O)(=O)NCc2ccncc2)ccc1Cl	8.6	39	-1.2	102*	-3	-0.5	9	11	-3
c1ccc(OCc2noc(CN3CCC(C4CCCCC4)C3)n2)cc1 (stereo unspecified)	-0.5	34	-1.0	-2	-3	-1.5	-3	-1.3	-9
COc1ccc(C(=O)N/C(=C/c2cccnc2)C(=O)NCc2ccco2)cc1OC	0.2	32	-1.4	-3	-4	-2.0	-14	-0.4	-2
Cc1occc(=O)c1OC(=O)Nc1ccc(Cl)c(Cl)c1	7.3	-5	-0.2	2	6	-1.6	13	14	4
CCC(C)[C@H](NC(=O)N1CC(=O)Nc2ccccc21)C(=O)N[C@@H](Cc1c[nH]c2ccccc12)C(=O)O (stereo partly specified)	-0.3	24	-2.8	-3	1	-0.6	-10	2.7	-39
COc1cccc(-c2ccc(C#N)c(SCC(=O)NCCc3ccccc3)n2)c1	-0.6	-22	-3.8	-3	3	-0.3	-4	-1.5	-1
Cc1ccc(-c2nc(-c3ccncc3)no2)cc1C	-0.1	40	0.2	-4	14	-3.4	-9	0.3	-32
O=C(COc1ccc2ccccc2c1)NNC(=O)c1ccccc1	0.8	28	-1.7	-8	-4	-0.7	4	2.5	-7
CCOC(=O)N1CCC(n2c(SCC(=O)NCc3ccco3)nc3ccsc3c2=O)CC1	0.2	21	-3.8	.	3	-4.5	-14	-0.7	-20
COc1ccc(C2C3=C(CC(C)(C)CC3=O)Nc3c2c(=O)[nH]c(=O)n3Cc2ccccc2)cc1 (stereo unspecified)	0.4	-5	-3.2	1	10	-2.8	5	0.2	-32
Cc1occc1C(=O)NNC(=S)Nc1ccccc1C(F)(F)F	1.2	-1	-2.3	6	5	-3.6	-2	0.1	-3
N#C/C(=C\c1ccc2c(c1)OCO2)C(=O)NCc1ccco1	0.7	40	0.4	-1	-12	-2.6	3	-0.7	11
O=C(NCc1ccccc1)C1CCN(S(=O)(=O)N2CCOCC2)CC1	0.8	21	-1.4	-4	2	-2.9	-11	0.2	0
COC(=O)C(/C=N/OCc1ccc([N+](=O)[O-])cc1)NC(=O)c1ccccc1 (stereo unspecified)	25*	-4	-4.1	3	4	-2.4	8	14	1
CC(C)CNS(=O)(=O)c1ccc(CCC(=O)N2CCN(c3ccc(F)cc3)CC2)cc1	5.1	12	1.8	-5	-15	0.2	30*	2.9	-42
O=C(N/N=C\c1ccc(F)cc1)c1ccc(Cn2cc(Br)c([N+](=O)[O-])n2)o1	12	6	1.4	-2	-7	0.4	-6	7.8	0
CNS(=O)(=O)c1cc(OC)ccc1OC	1.4	12	-0.7	-1	-3	-1.5	-9	0.3	3
CCOc1cc(/C=C2\N=C(SC)SC2=O)cc([N+](=O)[O-])c1OC(C)=O	-0.1	41	3.5	.	29	1.6	-3	1.4	3
Cc1ccc(C2=NN(CCC(=O)NCCCN3CCOCC3)C(=O)CC2)cc1	-0.8	13	-1.0	2	5	-1.0	-3	-0.6	2
CN(C)CCCN(C(=O)C1COc2ccccc2O1)c1nc2cc3c(cc2s1)OCO3 (stereo unspecified)	2.0	-13	2.4	-2	-27	0.6	1	3.2	21
CCOC(=O)c1c(C)[nH]c(O)c1C=Nc1ccc(Cl)cc1	2.2	15	-0.8	1	3	-1.5	4	-0.9	-1
C=CCN=C(C)C1=C(O)CCC1=O	0.0	-10	-0.3	-1	8	-1.5	-2	0.1	0
O=C(c1ccc(Cl)s1)N1CCN(c2ncccn2)CC1	-0.6	33	-1.3	-6	-6	-1.8	-2	-0.7	-8
O=C(Nc1sc2c(c1C(=O)c1ccc(Cl)cc1)CCCC2)c1cccnc1	-0.3	26	-2.6	-8	-30	-2.5	-22	-1.5	-20

Rows are unselected. About 4.3% of those tested had a hit in this group.
